BCR signal inh = inhibitors of chronic active B-cell receptor signaling; ABC-DLBCL IkBa-CBG/CBR reporter, luminescence ratio, 4 h; Potency, µM (highest dose often 46.1 µM), inactives show at the top dose ratio change, negative = lower green/red ratio, most hits filed as inhibitors; hit rate 0.05% among 340,000; AID 493014; active means well fitted inhibition curve with a large enough effect in the signal ratio, with a control signal flat, not every such curve was filed as active; inconclusive means small, poorly fitted or top-dose-only effect, or effect the other way, or a change in a side signal; the % refers to the signal ratio;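 further: potency means the concentration at half of the fitted maximal effect; plate controls were basal doxycycline-induced cells for no effect and cells given 10 µM MG132 for full effect; MG132 reads +100%, hits lower the ratio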
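Compounds up to 46 uM were incubated four hours with TMD8 cells whose green CBG68 luciferase is fused to IkappaBalpha; red CBR luminescence normalised the signal, and concentration-effect curves were fitted to fusion, red and ratio data.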
USP2a block = blocks human ubiquitin-specific protease USP2a; O75604; hit rate 0.01% among 330,000; Potency, µM (titrated, usually from 38.3 µM), for the others: at the highest dose activity change, negative = inhibition, actives largely listed as inhibitors; AID 463254; USP2 core, Ub-CHOP2 coupled fluorogenic reporter, 485/531;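 further: potency means the concentration at half of the fitted maximal effect; plate controls were DMSO wells for no effect and full inhibition by NEM control for full effect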
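Deubiquitinase activity read as fluorescence (485/531 nm) after Ub-CHOP2 cleavage activates the enterokinase reporter on its substrate; USP2 core 10nM, Ub-CHOP2 and substrate 25nM each, 30min compound preincubation then 60min RT; data normalized to NEM, curves fitted.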
Mito fusion act = blocks mitochondrial division or promotes mitochondrial fusion; S. cerevisiae fusion-defective mutant growth rescue, CellTiterGlo 48 h; Potency, µM (highest dose often 46.1 µM), inactives show at the highest dose growth rescue (activation), actives largely listed as activators; hit rate 0.23% among 320,000; AID 485298;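 further: potency means the concentration at half of the fitted maximal effect; % of control where 0% means no effect; nearly all actives have a fitted effect of over 45% in size; temperature-sensitive fusion mutants such as fzo1-1 at 37 °C on non-fermentable ethanol glycerol medium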
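Yeast fusion mutant, YPEG (non-fermentable carbon), compound, 48 h at 37C non-permissive; CellTiterGlo added, 10 min RT, luminescence read. Rescued growth = division inhibition.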
S-ASM inh = human S-ASM enzyme inhibition | Potency, µM (titrated, usually from 57.5 µM), for inactives: at the top dose activity change, negative = inhibition, most hits filed as inhibitors | P17405 | hit rate 0.006% among 340,000 | placental ASM, HMU-PC fluorogenic substrate, 60 min | AID 504937; further: potency means the concentration at half of the fitted maximal effect
Target sequence (P17405 47-631 limits assumed): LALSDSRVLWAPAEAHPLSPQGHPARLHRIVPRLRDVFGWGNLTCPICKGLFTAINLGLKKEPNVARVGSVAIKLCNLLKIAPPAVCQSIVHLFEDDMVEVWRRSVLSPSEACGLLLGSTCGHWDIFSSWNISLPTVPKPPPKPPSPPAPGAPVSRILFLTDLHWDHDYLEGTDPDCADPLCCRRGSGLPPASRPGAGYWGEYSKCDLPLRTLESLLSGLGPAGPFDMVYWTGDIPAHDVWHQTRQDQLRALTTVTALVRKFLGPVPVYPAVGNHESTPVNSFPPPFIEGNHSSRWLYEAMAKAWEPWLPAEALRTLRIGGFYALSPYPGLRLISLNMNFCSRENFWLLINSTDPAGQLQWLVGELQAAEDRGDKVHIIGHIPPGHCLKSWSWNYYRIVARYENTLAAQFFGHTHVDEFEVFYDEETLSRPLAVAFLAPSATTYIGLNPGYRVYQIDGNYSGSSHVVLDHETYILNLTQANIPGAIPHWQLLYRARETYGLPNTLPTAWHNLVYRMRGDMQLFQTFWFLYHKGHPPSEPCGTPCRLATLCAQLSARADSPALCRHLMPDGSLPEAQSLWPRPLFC
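Human placenta-derived ASM preincubated with compound 10 min at room temperature, then reacted with 9 uM (final) fluorogenic HMU-PC substrate for 60 min at 37 C. Stop solution raises pH to 10; fluorescence read at Ex 386/Em 447 nm.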
Menin MLL FP TR = menin-MLL binding inhibition, Texas Red mutant peptide. O00255. AID 1768. Potency, µM (series often up to 61.6 µM), inactives show top-dose FP activity change, negative = inhibition, most hits filed as inhibitors. Menin + Texas Red MLL mutant peptide, fluorescence polarization. hit rate 0.23% among 270,000; active means well fitted inhibition curve with a large enough effect in the polarisation, with a control signal flat, not every such curve was filed as active; inconclusive means small, poorly fitted or top-dose-only effect, or effect the other way, or a change in a side signal; inactive means no such curve, though single readings can be large or run the other way; the % refers to the polarisation; further: potency means the concentration at half of the fitted maximal effect; % of control where 0% means no effect; many of its hits are not listed in these tables
GALK inhibitor = inhibitors of human galactokinase. P51570. Purified GALK, Kinase-Glo residual ATP luminescence. Potency, µM (highest dose often 57.5 µM), without a hit: top-dose activity change, negative = inhibition, hits mostly inhibitors. hit rate 0.007% among 270,000. AID 1868; further: potency means the concentration at half of the fitted maximal effect; on the % scale 0 is the no-effect control and ±100 the full control effect
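Compounds were pin-transferred into ATP buffer (35 uM final), then GALK plus galactose (5 nM, 100 uM final) was added. After 1 h at room temperature, Kinase-Glo Plus was added and luminescence read after 10 min.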
PKM2 activator = activators of human pyruvate kinase M2; P14618; purified PKM2, Kinase-Glo ATP luminescence, activation; response scale: 0% is enzyme alone, no compound; Potency, µM (top dose mostly 57.5 µM), without a hit: top-dose activation, hits mostly activators; hit rate 0.34% among 260,000; AID 1631; further: potency means the concentration at half of the fitted maximal effect; on the % scale 0 is the no-effect control and ±100 the full control effect; nearly all actives have a fitted effect of over 55% in size
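hPK-M2, >95% pure; 0.1 mM ADP / 0.5 mM PEP final; imidazole pH7.2 buffer w/ 7 mM MgCl2, 50 mM KCl; 1 h RT; Kinase-Glo lum. Intermediate enzyme activity for dual inhibitor/activator qHTS.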
TSHR antag = antagonists of human thyroid stimulating hormone receptor | P16473 | TSHR-expressing cells, TSH-stimulated cAMP HTRF, 2 h; stronger effect = lower value | activity change, negative = inhibition, % at 11.5 µM | hit rate 0.2% among 330,000 | AID 504810;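 active means activity change below a set negative limit, meaning inhibition stronger than a set level, cut at about -70% in these data; inconclusive means activity change between two set negative limits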; further: on the % scale 0 is the no-effect control and ±100 the full control effect
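Freshly harvested TSHR cells receive pin-tooled compound, then EC80 TSH at 4nM final. After 2 hours at 37 deg C, antibody in lysis buffer and cAMP-d2 are added; 30 minutes at ambient temperature precede the HTRF read.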
MBNL1 CUG block = MBNL1-poly(CUG) RNA binding inhibition. hit rate 0.036% among 280,000. Q9NR56. TR-FRET MBNL1-His/biotin-(CUG)12 binding, 665/545 ratio. Potency, µM (titrated, usually from 57.5 µM), without a hit: at the top dose activity change, negative = inhibition, most hits filed as inhibitors. AID 2675; active means well fitted inhibition curve with a large enough effect in the signal ratio, with a control signal flat, not every such curve was filed as active; inconclusive means small, poorly fitted or top-dose-only effect, or effect the other way, or a change in a side signal; inactive means no such curve, though single readings can be large or run the other way; the % refers to the signal ratio; further: potency means the concentration at half of the fitted maximal effect; on the % scale 0 is the no-effect control and ±100 the full control effect
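TR-FRET between His-tagged MBNL1 and biotin-(CUG)12 RNA, detected with Tb anti-His antibody (0.055 ng/ul) and streptavidin-XL665 (5 nM), 60 min at room temperature. Compounds titrated 92 nM to 58 uM; 665/545 nm ratio normalized to buffer and complex controls.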
Eya2 phos inh = inhibitors of human Eya2 phosphatase activity; recombinant Eya2, OMFP fluorescence dephosphorylation (OMFP is methylfluorescein phosphate); Potency, µM (highest dose often 76.9 µM), for the others: at the highest dose activity, negative = inhibition, hits mostly inhibitors; hit rate 0.006% among 330,000; AID 488837; further: potency means the concentration at half of the fitted maximal effect; on the % scale 0 is the no-effect control and ±100 the full control effect
Target sequence (O00167 whole entry, looked up): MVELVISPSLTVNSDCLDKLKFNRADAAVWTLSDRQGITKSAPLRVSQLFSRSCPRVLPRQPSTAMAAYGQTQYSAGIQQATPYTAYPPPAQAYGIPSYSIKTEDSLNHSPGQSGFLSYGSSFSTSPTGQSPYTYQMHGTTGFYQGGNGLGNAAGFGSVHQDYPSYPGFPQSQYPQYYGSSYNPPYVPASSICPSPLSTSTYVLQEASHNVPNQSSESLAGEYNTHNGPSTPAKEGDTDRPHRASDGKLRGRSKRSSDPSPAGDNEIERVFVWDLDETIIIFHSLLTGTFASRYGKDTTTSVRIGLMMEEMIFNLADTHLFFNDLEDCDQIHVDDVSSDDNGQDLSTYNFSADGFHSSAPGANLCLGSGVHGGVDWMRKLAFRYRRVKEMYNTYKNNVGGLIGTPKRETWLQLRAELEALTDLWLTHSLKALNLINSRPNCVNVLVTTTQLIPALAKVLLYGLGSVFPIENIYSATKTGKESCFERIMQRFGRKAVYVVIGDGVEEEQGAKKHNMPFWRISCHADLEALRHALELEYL
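Eya2 (0.2 uM) preincubated 10 min at ambient with compound, then OMFP substrate added at 50 uM; 10 min reaction in 50 mM HEPES pH 7.5, 50 mM NaCl, 5 uM MgCl2, 0.05% BSA, 1 mM DTT. Fluorescence read at Ex 485/Em 525 nm.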
KCNH2 WT inh = KCNH2 (human, wildtype) channel inhibition; U2OS, BacMam KCNH2, thallium flux FluxOr; stronger effect = lower value; activity change, % at 1.84 µM; hit rate 0.37% among 340,000;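 active means maximum activity change below -70%; inconclusive means maximum activity change between -70% and -50%; inactive means maximum activity change above -50%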; further: on the % scale 0 is the no-effect control and ±100 the full control effect
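U2OS cells were transduced with wild-type KCNH2 virus (2.03 x 10^8 / mL) for 4 h at room temperature, then cultured overnight at 37 C. Thallium flux was read with FluxOr dye. Rate constants were normalized to DMSO controls.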
* = called active by the depositor; u = inconclusive; x = no result given; [ ] = remark or other dose. Unless noted, the call rests on the fitted dose curve; in most records, active means well fitted curve in the direction sought with a large enough effect; inconclusive means small, poorly fitted or top-dose-only effect, or another doubt; inactive means no such curve, though single readings can be large; an effect the other way counts as inactive or inconclusive.

SMILES	BCR signal inh	USP2a block	Mito fusion act	S-ASM inh	Menin MLL FP TR	GALK inhibitor	PKM2 activator	TSHR antag	MBNL1 CUG block	Eya2 phos inh	KCNH2 WT inh
CCOC(=O)c1ccc(NC(=S)N(CCCN(CC)CC)Cc2ccco2)cc1	-2%	2%	-8%	2%	5%	2%	-7%	2	x	1%	-13
Cn1ncc2c(N3CCN(c4ccccc4F)CC3)ncnc21	u	-2%	0%	1%	x	0%	1%	-9	-4%	5%	-2
Nc1c(C(=O)CSc2nccn2-c2cccc(F)c2)c(=O)[nH]c(=O)n1C1CC1	6%	1%	-5%	2%	x	x	x	8	x	0%	-1
COc1ccc(OCCSc2nc3ccccc3n2CC(=O)O)cc1	9%	3%	-1%	1%	7%	-5%	6%	18	-8%	-3%	-4
O=C(O)CN(c1ccc(F)cc1)S(=O)(=O)c1ccc2c(c1)OCCO2	5%	1%	1%	-1%	17%	0%	-3%	0	4%	9%	-1
Cc1cc(Nc2ccccc2)n(CCOC(=O)COc2ccccc2)n1	-2%	1%	1%	-20%	u	1%	2%	-2	-6%	-5%[15.4 µM]	-3
Clc1ccccc1OCCCOc1cccc2cccnc12	u	4%	-13%	-2%	11%	-4%	0%	8	9%	-9%	4
Cc1ccc(-n2c(SCc3nnc4n3CCC4)nnc2-c2ccccc2)cc1	0%	3%	5%	0%	-6%	2%	1%	-3	-6%	-12%	-5
CC(C)n1c(N2CCCC2)nc2c1c(=O)[nH]c(=O)n2C	u	1%	4%	2%	47%[activator]	x	x	1	-4%	4%	-17
Cc1cc(N2CCOCC2)ccc1/C=C1\SC(=O)N(C(C)C)C1=O	u	0%	0%	-10%	-14%	3%	1%	-15	-3%	-7%	-3
COC(=O)C1=C(CS(=O)(=O)c2ccc(C)cc2)NC(=O)NC1c1ccc(OC)c(OC)c1 (configuration not stated)	-4%	-7%	-12%	0%	0%	6%	2%[0.46 µM]	2	3%	10%	-5
CCCOc1ccc(S(=O)(=O)NNC(=O)c2cc3ccccc3o2)cc1	-1%	-2%	9%	-6%	-3%	0%	-14%	38	-12%	-6%	-11
Cc1ccc(NC(Cc2cc(C)no2)c2ccccc2)cc1 (configuration not stated)	-2%	4%	23%	-5%	-1%	x	11%	-3	-2%[11.5 µM]	-6%	-1
N#Cc1c(-c2ccco2)cc(C2CC2)nc1N	-1%	4%	0%	100%[activator]	-15%	10%	1%	26	15%	13%	1
COc1ccc(C(=O)NCc2cnn(C)c2C)cc1OC1CCN(C(C)C)CC1	0%	0%	-3%	0%	2%	3%	0%	-1	-3%	-9%	-16
COCCCNC(=O)c1ccc(N2CCOCC2)c(NS(=O)(=O)c2ccc(OC)cc2)c1	-15%	5%	2%	-1%	x	-5%	4%	9	-1%	18%	7
CC(C)CC(=O)NC(c1ccccc1)c1c(O)ccc2ccccc12 (configuration not stated)	u	-7%	1%	29%	28%	x	-2%	-8	-1%	-2%	-25
Cc1cccc(C(=O)NN2C(=O)C3C(c4ccccc4)C=CC(c4ccccc4)C3C2=O)c1 (configuration not stated)	u	0%	12%	-12%	u	x	5%	0	-5%	15%	-16
O=C(Nc1nnc(C2CC2)s1)C1CC(=O)N(c2ccc3c(c2)OCCO3)C1 (configuration not stated)	-11%	3%	-8%	0%	3%	-2%	3%	-5	-5%	-10%	5
CC(OC(=O)c1ccccc1CCc1ccccc1)C(N)=O (configuration not stated)	u	-1%	u	2%	-21%	2%	x	1	-6%	-12%	-7
COc1ccc(S(=O)(=O)N2CCC(C(=O)Nc3ccccc3N3CCCC3)CC2)cc1OC	u	1%	3%	1%	u	4%	-6%	-15	3%	-4%	22
CC1=CC(C2CC(=O)N(c3ccccc3C)C2=O)CC2C(=O)N(c3ccccc3C)C(=O)C12 (configuration not stated)	0%	2%	2%	2%	-4%	2%	6%	13	-17%	3%	-2
COc1ccc(CNC(=S)NCc2ccc(OC(C)C)cc2)cc1	0%	2%	-14%	-1%	5%	0%	5%	19	-19%	0%	3
CCC(=O)Nc1cccc(-n2nnnc2SCC(=O)c2ccc(C)c(C)c2)c1	u	0%	12%	-6%	6%	-4%	4%	0	-1%	-2%	-1
COc1ccc(CC(=O)N2CC(C)CC(C)C2)cc1 (configuration not stated)	12%	-3%	0%	-5%	-15%	1%	-16%	7	1%	12%	4
COc1ccc(/C=C2\SC(=S)N(CCC(=O)Nc3ccc(C(=O)O)cc3)C2=O)cc1	u	2%	0%	-3%	30%[activator]	2%	3%	-2	13%	9%	-12
O=C(COc1ccccc1C(=O)NCc1ccccn1)Nc1ccc(Br)cc1	-7%	2%	5%	0%	17%	11%	1%	2	-1%	4%	-7
CS(=O)(=O)c1ccccc1-c1nnc(NC(=O)C2=COCCO2)o1	14%	1%	-8%	1%	x	x	x	8	x	-12%	-1
CCNC(=S)N(CCCN(C)C)Cc1cc2cc3c(cc2[nH]c1=O)OCCO3	-14%	0%	-1%	26%	u	5%	4%	-12	-2%	-4%	2
O=C(CSc1nc2nn(-c3ccccc3)c(=O)c-2c2n1CCCCC2)Nc1ccccc1[N+](=O)[O-]	10%	-3%	7%	-10%	x	x	x	-22	x	u	0
O=C(O)c1cc(S(=O)(=O)N2CCOCC2)ccc1N1CCOCC1	9%	-1%	1%	5%	x	-2%	4%	23	1%	8%	-2
Clc1ccc(CN2CCN(c3ccccc3)CC2)cn1	8%	3%	-3%	4%	15%	-1%	-1%	19	0%	3%	2
CCCCN(C(=O)NC(=O)Nc1c(C)cc(C)cc1C)S(C)(=O)=O	9%	1%	-3%	9%	-5%	1%	-1%	15	u	-23%	-1
Cc1cc(-c2nnnn2-c2ccc(F)cc2)no1	u	6%	-1%	12%	x	-2%	-1%	1	x	13%	3
COc1ccc(S(=O)(=O)N2CCOCC2)cc1NC(=O)COc1ccccc1	-7%	2%	1%	-2%	x	x	x	1	x	8%	-4
Cc1nc2ccc(NC(=O)c3ccc(N4C(=O)CCC4=O)cc3)cc2s1	-16%	-2%	-8%	-2%	-2%	5%	1%	10	-2%	1%	-8
CC(=O)Nc1ccc(NC(=O)CN2C(=O)NC3(CCCCCCC3)C2=O)cc1	1%	2%	x	-1%	x	x	x	5	x	4%	2
Cc1nc(N2CCOCC2)c2c3c(sc2n1)CCC3	2%	2%	7%	2%	-5%	-1%	0%	-11	x	-8%	24
O=C(CCC1CCCN(C(=O)Cn2cnnn2)C1)NCc1ccc(F)c(F)c1 (configuration not stated)	2%	5%	4%	-1%	-6%	2%	-2%	-3	-6%	2%	2

Part of the list above in order of molar mass, lowest first:
SMILES	BCR signal inh	USP2a block	Mito fusion act	S-ASM inh	Menin MLL FP TR	GALK inhibitor	PKM2 activator	TSHR antag	MBNL1 CUG block	Eya2 phos inh	KCNH2 WT inh
Cc1nc(N2CCOCC2)c2c3c(sc2n1)CCC3	2%	2%	7%	2%	-5%	-1%	0%	-11	x	-8%	24
CS(=O)(=O)c1ccccc1-c1nnc(NC(=O)C2=COCCO2)o1	14%	1%	-8%	1%	x	x	x	8	x	-12%	-1
O=C(O)c1cc(S(=O)(=O)N2CCOCC2)ccc1N1CCOCC1	9%	-1%	1%	5%	x	-2%	4%	23	1%	8%	-2
CCNC(=S)N(CCCN(C)C)Cc1cc2cc3c(cc2[nH]c1=O)OCCO3	-14%	0%	-1%	26%	u	5%	4%	-12	-2%	-4%	2
CC1=CC(C2CC(=O)N(c3ccccc3C)C2=O)CC2C(=O)N(c3ccccc3C)C(=O)C12 (configuration not stated)	0%	2%	2%	2%	-4%	2%	6%	13	-17%	3%	-2

This is a subset, so the mix of outcomes need not match the whole.
